# Statin myotox sup – suppressors of simvastatin-induced myotoxicity in C2C12 myotubes; ATP luminescence, 48 h; scaled: DMSO 0, geranylgeraniol control 100; rescue of ATP level, % at 7.49 µM; 330,000 compounds, 0.78% hits;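 active = mean ATP rescue above about 67%, or every replicate alone reaching that limit, limit read from the data, passing the limit was not always enough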;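 also: myotubes were challenged with 10 µM simvastatin during compound exposure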
# esBAF inh – blocks esBAF chromatin remodeling in mouse ES cells; reporter increase, % at 12.5 µM; 350,000 compounds, 2% hits; Bmi1-luciferase knock-in reporter, 24 h; 100% = twice the neutral-well signal; in the data active = activation above about 40%;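 also: 0% = median of the plate's neutral control wells and 100% = double that signal; a rise in the Bmi1 reporter signal indicates esBAF inhibition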
# Numbers without * were called inactive. An excerpt; the hit share may differ from the screen's.
SMILES,Statin myotox sup,esBAF inh
CN1CCC(=C2c3ccccc3CCc3sccc32)CC1,5.4,-3.2
CC(C)(CO)[C@@H](O)C(=O)NCCC(=O)O,6.9,-2.2
